Screening data as filed in PubChem BioAssay.
BAZ2B inh – qHTS Assay for Inhibitors of BAZ2B. Potency, µM (titrated, usually from 114 µM), inactives show at the top dose activity change, negative = inhibition, actives largely listed as inhibitors. Bromodomain adjacent to zinc finger domain protein 2B (Homo sapiens), Q9UIF8. actives 4.4% (n = 360,000). AID 504333, 2011. AlphaScreen BAZ2B-H3K14Ac peptide displacement; also: % is scaled to controls: 0 for no effect and ±100 for the full control effect; nearly all actives have a fitted effect of over 60% in size
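BAZ2B (50 nM) with biotin-H3(5-23)K14Ac peptide (50 nM) in PBS pH 7.4, 0.01% Tween-20, preformed 30 min, then compound 30 min at room temperature; top concentration 110uM. AlphaScreen streptavidin donor/nickel chelate acceptor beads (10 ug/mL final), 20 min dark, signal read.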
POLH inh – qHTS for Inhibitors of Polymerase Eta; DNA polymerase eta (Homo sapiens), Q9Y253; recombinant Pol eta, fluorescent DNA replication assay; Potency, µM (titrated, usually from 114 µM), inactives show at the highest dose activity change, negative = inhibition, actives largely listed as inhibitors; actives 1.2% (n = 390,000); AID 588591, 2011; also: % is scaled to controls: 0 for no effect and ±100 for the full control effect
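Pol eta at 10 nM preincubated with compounds 15 min at room temperature; reaction started with fluorescent substrate (50 nM final) and read kinetically at 0 and 10 min.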
Pol beta inh – qHTS Assay for Inhibitors of DNA Polymerase Beta | P06746 | Pol beta primer extension/strand displacement, fluorescence kinetic | Potency, µM (doses to about 114 µM), without a hit: at the top dose activity change, negative = inhibition, actives largely listed as inhibitors | actives 1.3% (n = 340,000) | AID 485314, 2010; also: % is scaled to controls: 0 for no effect and ±100 for the full control effect
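Reaction started by 50 nM substrate onto compound-treated Pol beta (10 nM, 15 min preincubation, room temperature); plates read at 0 min and 10 min. Normalized concentration-effect data fitted by four-parameter Hill equation.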
APE1 inh – qHTS Assay for Inhibitors of the Human Apurinic/apyrimidinic Endonuclease 1 (APE1); DNA repair nuclease/redox regulator APEX1 (Homo sapiens), P27695; recombinant APE1, TAMRA/BHQ-2 abasic DNA cleavage fluorescence; actives 0.35% (n = 350,000); Potency, µM (top dose mostly 65.8 µM), for inactives: at the top dose activity change, negative = inhibition, usual class: inhibitors;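 also: plate controls were vehicle for no effect and reference inhibitor for full effect; nearly all actives have a fitted effect of over 55% in size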
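Enzyme (0.75 nM final) and test compound are incubated 15 min at room temperature before adding 50 nM quenched THF abasic-site duplex. Cleavage dequenches TAMRA, followed at 525/598 nm over three reads one minute apart.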
G9a inh – qHTS Assay for Inhibitors of Histone Lysine Methyltransferase G9a | actives 8.8% (n = 350,000) | Histone-lysine N-methyltransferase EHMT2 (Homo sapiens), Q96KQ7 | Potency, µM (top dose mostly 102 µM), inactives show at the highest dose activity, negative = inhibition, usual class: inhibitors | G9a H3K9 monomethylation, AlphaScreen, 2 h; also: % is scaled to controls: 0 for no effect and ±100 for the full control effect; nearly all actives have a fitted effect of over 75% in size
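AlphaScreen read-out: biotin-H3K9 peptide (500 nM) methylation by 20 nM enzyme with 20 uM SAM, 2 h at room temperature after 15 min compound preincubation; anti-monomethyl H3K9 antibody plus donor/acceptor beads, 10 min dark.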
Pol iota inh – qHTS for Inhibitors of Polymerase Iota. Pol iota fluorescent replication assay, 10 min. actives 1% (n = 390,000). AID 588590, 2011. Potency, µM (highest dose often 115 µM), inactives show at the highest dose activity, negative = inhibition, hits mostly inhibitors. DNA polymerase iota (Homo sapiens), Q9UNA4
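Fluorescent replication assay read twice, at 0 min and 10 min after adding 50 nM (final) substrate. Enzyme (10 nM) and compounds were first incubated 15 min at room temperature; enzyme-free buffer wells were negative controls.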
Anesthetic bind – qHTS Assay for Identification of Novel General Anesthetics; actives 0.074% (n = 350,000); Ferritin light chain (Equus caballus), P02791; Potency, µM (top dose mostly 77.5 µM), for inactives: at the top dose activity change, negative = displacement, hits mostly inhibitors; apoferritin/1-aminoanthracene competitive binding, fluorescence; also: % is scaled to controls: 0 for no effect and ±100 for the full control effect; nearly all actives have a fitted effect of over 20% in size
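Read-out: endpoint 1-AMA fluorescence, excitation 380 nm and emission 535 nm, after compounds sit 10 min at room temperature with 10 uM horse-spleen apoferritin in 50% saturated 1-AMA/PBS. Values come from four-parameter Hill fits.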
Pol kappa inh – qHTS for Inhibitors of Polymerase Kappa | AID 588579, 2011 | actives 0.53% (n = 400,000) | purified Pol kappa, fluorescent DNA synthesis assay, 10 min | Potency, µM (top dose mostly 107 µM), without a hit: at the highest dose activity, negative = inhibition, most hits filed as inhibitors | DNA polymerase kappa (Homo sapiens), Q9UBT6; also: % is scaled to controls: 0 for no effect and ±100 for the full control effect
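Kinetic fluorescence readout at 0 and 10 min followed reaction start with substrate at 50 nM final. Beforehand, enzyme (10 nM Pol kappa) stood 15 min with compound at room temperature; buffer-only wells were negative controls.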
BLM inh – qHTS Assay for Inhibitors of Bloom's syndrome helicase (BLM); RecQ-like DNA helicase BLM (Homo sapiens), P54132; recombinant BLM DNA unwinding, fluorescence dequenching; Potency, µM (titrated, usually from 56.1 µM), without a hit: top-dose activity change, negative = inhibition, usual class: inhibitors; actives 0.2% (n = 350,000); AID 2528, 2010;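 also: plate controls were vehicle for no effect and no enzyme for full effect; nearly all actives have a fitted effect of over 35% in size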
Target sequence (P54132 whole entry, looked up): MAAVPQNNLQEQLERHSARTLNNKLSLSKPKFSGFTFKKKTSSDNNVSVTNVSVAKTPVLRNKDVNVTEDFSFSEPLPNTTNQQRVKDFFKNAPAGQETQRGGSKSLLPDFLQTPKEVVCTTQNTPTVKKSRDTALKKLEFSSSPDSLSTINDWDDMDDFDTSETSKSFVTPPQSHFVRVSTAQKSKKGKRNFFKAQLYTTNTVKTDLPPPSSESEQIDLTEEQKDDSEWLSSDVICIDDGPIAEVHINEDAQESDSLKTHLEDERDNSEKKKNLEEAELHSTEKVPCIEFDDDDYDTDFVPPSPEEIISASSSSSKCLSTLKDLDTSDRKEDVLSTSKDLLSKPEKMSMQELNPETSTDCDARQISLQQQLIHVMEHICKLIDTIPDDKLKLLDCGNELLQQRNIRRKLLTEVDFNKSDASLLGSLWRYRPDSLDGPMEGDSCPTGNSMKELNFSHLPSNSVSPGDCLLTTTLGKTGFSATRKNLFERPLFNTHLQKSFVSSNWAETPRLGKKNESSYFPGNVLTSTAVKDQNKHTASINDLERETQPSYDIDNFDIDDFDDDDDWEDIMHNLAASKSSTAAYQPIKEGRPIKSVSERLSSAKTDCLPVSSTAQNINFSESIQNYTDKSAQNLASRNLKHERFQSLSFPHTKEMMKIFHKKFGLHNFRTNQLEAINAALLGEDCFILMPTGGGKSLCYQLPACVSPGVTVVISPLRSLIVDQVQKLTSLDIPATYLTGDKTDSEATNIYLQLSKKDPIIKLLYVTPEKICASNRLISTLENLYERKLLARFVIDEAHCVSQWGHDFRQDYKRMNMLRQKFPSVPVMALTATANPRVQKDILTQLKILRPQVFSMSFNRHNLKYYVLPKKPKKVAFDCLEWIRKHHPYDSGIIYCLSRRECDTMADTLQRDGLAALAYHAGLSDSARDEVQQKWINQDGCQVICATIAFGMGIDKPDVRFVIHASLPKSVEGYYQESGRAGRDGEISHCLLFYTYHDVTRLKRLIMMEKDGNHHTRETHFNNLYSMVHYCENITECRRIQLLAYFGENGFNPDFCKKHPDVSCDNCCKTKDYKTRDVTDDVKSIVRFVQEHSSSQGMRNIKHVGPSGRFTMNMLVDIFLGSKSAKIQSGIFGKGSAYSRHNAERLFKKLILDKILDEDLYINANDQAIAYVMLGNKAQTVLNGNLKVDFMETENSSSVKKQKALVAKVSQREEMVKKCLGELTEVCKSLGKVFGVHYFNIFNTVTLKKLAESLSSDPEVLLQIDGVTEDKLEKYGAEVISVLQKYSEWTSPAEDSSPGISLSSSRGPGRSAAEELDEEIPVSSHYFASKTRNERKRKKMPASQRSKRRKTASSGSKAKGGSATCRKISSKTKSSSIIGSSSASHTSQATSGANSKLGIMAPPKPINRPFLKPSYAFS
* = called active by the depositor; ? = inconclusive; / = no result given; & = joins results of further samples; [ ] = remark or other dose. Calls follow the shape of the dose curve; as a rule, active = well fitted curve in the direction sought with a large enough effect; inconclusive = small, poorly fitted or top-dose-only effect, or another doubt; inactive = no such curve, though single readings can be large; an effect the other way counts as inactive or inconclusive. Potency is read from the fitted curve at half-maximal effect. A portion of the library; the hit share may differ from the screen's.

SMILES	BAZ2B inh	POLH inh	Pol beta inh	APE1 inh	G9a inh	Pol iota inh	Anesthetic bind	Pol kappa inh	BLM inh
C/C(N)=C(/C#N)C(=O)CSc1nc2ccccc2c(=O)n1Cc1ccc(C)cc1	-32%	-11%	5%	3%	23%[59 µM]	?	-22%	-25%	-12%
CC(C)c1ccc(/C=N/n2nnnc2Nc2ccccc2)cc1	11%	-27%	34%	18%	-1%	4%	-9%	-5%	-1%
COc1ccccc1CNC(=O)c1ccccc1SCC(=O)NCc1ccco1	8%	7%	/	0%	3.2µM*	-15%	/	-4%	/
Cc1c(C(=O)OCC(C)C)[nH]c2c1C(=O)CC(c1ccco1)C2 (stereo not drawn)	50µM*	32µM*	25µM*	?	40µM*	?	-21%	-27%	-11%
Cc1c(C2N3CC4(C)CN2CC(C)(C3)C4=O)c2ccccc2n1C (stereo not drawn)	-18%	-7%	1%	1%	-3%	34%[activator]	5%	-4%	1%
Cc1n[nH]c(C)c1S(=O)(=O)N1CCN(S(=O)(=O)c2cccc(F)c2)CC1	8%	1%	/	3%	-42%	124%[activator]	/	-5%	/
COc1ccc2c(c1)[nH]c1c(=O)n(Cc3ccco3)cnc12	6%	?	?	-3%	-19%[59 µM]	?	0%	-11%	-8%
CCOC(=O)c1ccc(Cl)c(NC(=O)c2ccc(-c3ccccc3)cc2)c1	-20%	-5%	-1%	-5%	77%[activator][12.7 µM]	6%	-7%	-18%	-4%
COc1ccc(-c2c(C#N)sc(C(N)=O)c2-c2ccc(OC)cc2)cc1	-6%	-8%	6%	-9%	/	-10%	-6%	-5%	-1%
Cc1ccc(Cl)cc1N1CCN(C(=O)c2c(C)oc3ncnc(N4CCOCC4)c23)CC1	-1%[57.1 µM]	12%	0%	/	-10%[59 µM]	-4%	4%	-2%	-1%
COc1ccc(CN2C(=O)c3cccnc3C2Nc2cc(Cl)c(OC)cc2OC)cc1 (stereo not drawn)	50µM*	-11%	2%	1%	45µM*	?	-14%	7%	-3%
COc1ccc(S(=O)(=O)N(C)CC(=O)NCCc2ccccc2)cc1OC	-7%	8%	25%	5%	20%[0.501 µM]	19%	-1%	12%	-3%
CCC1CC2(C)NC(=O)c3c(sc4c3CC(C)(C)OC4)N2C1=O (stereo not drawn)	-24%	-7%	38%	0%	32µM*	16%	?	-5%	0%
COc1ccc(NS(=O)(=O)c2cc(NC(=O)c3cccnc3Cl)ccc2N2CCCC2)cc1	-30%	-14%	?	-5%	45µM*	?	-11%	-20%	-9%
CCOc1ccc2c(c1)c(=O)c(C(=O)c1ccccc1)cn2Cc1ccccc1	-26%	-4%	28%	/	-27%[59 µM]	-1%	?	4%	-6%
CCN(C(=O)CN1CCCCC1)C1(C)C(=O)c2ccccc2C1=O	16%	-10%	7%	0%	-2%[59 µM]	9%	6%	-6%	1%
COc1cccc(-c2csc3ncnc(Sc4nnnn4C)c23)c1	/	-2%	/	28%	/	12%	/	14%	/
CCC(C)(C)NC(=O)c1ccc2c(c1)N(CC(=O)N1CCCC1)C(=O)C(C)(C)O2	-4%	-14%	15%	27%	-2%[0.501 µM]	26%	-10%	5%	-5%
COC(=O)Cc1ccc(NC(=S)N2CCCC(C)C2)cc1 (stereo not drawn)	-17%	-5%	-2%	6%	23%	48%[activator]	-22%	0%	-1%
CCN(Cc1ccccc1)c1ccc(N=Nc2nn(C)c(C)c2[N+](=O)[O-])cc1	8.9µM*	?	-9%	-4%	10µM*	18%	-13%	-19%	-11%
Nc1ccc(/C=C/C(=O)c2cccs2)cc1	29%	-17%	23%	3%	68%[activator]	64%[activator]	2%	-7%	-4%
O=c1cc(-c2ccc(Cl)c(Cl)c2)[nH][nH]1	-38%	-11%	6%	2%	2%[59 µM]	-10%	?	-7%	-3%
CC(C)CCNC(=O)C1CCC(CNc2c(N3CCC(C)CC3)c(=O)c2=O)CC1 (stereo not drawn)	-2%	-20%	28%	4%	6%	28%	-9%	6%	3%
CC(=O)c1ccc(N2CCN(c3ccc(S(=O)(=O)NCCCN(C)C)cc3[N+](=O)[O-])CC2)cc1	/	-10%	-2%	15%	?	33%[activator]	-16%	-11%	-3%
Cc1ccc(S(=O)(=O)NCCCC(=O)N2CCC(C)CC2)cc1	5%	-16%	-17%	10%	10%[0.501 µM]	195%[activator]	-9%	-11%	-1%

Filtered by structure, the entries above containing an NH in an aromatic ring
SMILES	BAZ2B inh	POLH inh	Pol beta inh	APE1 inh	G9a inh	Pol iota inh	Anesthetic bind	Pol kappa inh	BLM inh
Cc1c(C(=O)OCC(C)C)[nH]c2c1C(=O)CC(c1ccco1)C2 (stereo not drawn)	50µM*	32µM*	25µM*	?	40µM*	?	-21%	-27%	-11%
Cc1n[nH]c(C)c1S(=O)(=O)N1CCN(S(=O)(=O)c2cccc(F)c2)CC1	8%	1%	/	3%	-42%	124%[activator]	/	-5%	/
COc1ccc2c(c1)[nH]c1c(=O)n(Cc3ccco3)cnc12	6%	?	?	-3%	-19%[59 µM]	?	0%	-11%	-8%
O=c1cc(-c2ccc(Cl)c(Cl)c2)[nH][nH]1	-38%	-11%	6%	2%	2%[59 µM]	-10%	?	-7%	-3%

Additional structures.
SMILES	BAZ2B inh	POLH inh	Pol beta inh	APE1 inh	G9a inh	Pol iota inh	Anesthetic bind	Pol kappa inh	BLM inh
CN(C)C(=O)C(=O)c1cccn1-c1cccc(Cl)c1C#N	-14%	-6%	8%	3%	-3%	-14%	-2%	-4%	-1%
O=C(NCc1ccco1)c1cccc2c1C(=O)N(C1CCCCC1)C2	-3%	1%	5%	-1%	-8%[59 µM]	1%	-6%	8%	-1%
C#C[C@]1(O)CC[C@@H]2[C@H]3CCC4=Cc5oncc5C[C@]4(C)[C@@H]3CC[C@@]21C	/	/	/	1%[21 µM]	21%[21.5 µM]	/	1%[29.3 µM]	-10%[12 µM]	1%[21.4 µM]
Cn1ncc2c(NNC(=O)c3ccc(Cl)cc3Cl)ncnc21	13%	0%	-17%	3%	2%	42%[activator]	0%	-10%	7%
CC1(C)CC(=O)C2=C(C1)OC(N)=C(C#N)C2C1C=CCCC1 (stereo not drawn)	4%	-16%	10%	5%	-12%[12.7 µM]	8%	-5%	-4%	3%
CCN1C(=O)[C@H]2[C@@H](c3ccc(-c4ccccc4)cc3)N[C@@](C)(C(=O)OC)[C@H]2C1=O	?	-17%	/	17%	-8%[2.33 µM]	29%	/	-1%	/
COc1ccccc1[C@@H]1C(c2ccccc2)=NN(c2ccccc2)[C@H]1C(=O)N1CCOC1=O	/	-11%	/	-20%&-6%	76%[activator][59 µM]	8%	317%[activator]	?	-6%[75.6 µM]
COc1cc2c3nc4n(c(=O)c3n(CC(=O)NCC3CCCO3)c2cc1OC)CCS4 (stereo not drawn)	-14%	-19%	1%	58%[activator]	-2%	77%[activator]	9%	5%	1%
Cc1ccc(-c2nnn(CC(=O)N(CC(=O)NC3CCCC3)c3cccc(F)c3)n2)o1	-10%	-6%	42%	24%	18%	29%	-6%	-10%	-7%
c1ccc(-c2ccccc2OCCN2CCCCC2)cc1	50µM*	?	27%	5%	?	48%[activator]	4%	-2%	2%
NNC(=O)c1ccc2c(c1)S(=O)(=O)NNC2=O	-32%	-1%	2%	0%	11µM*	121%[activator]	-7%	4%	-3%
CCOC(=O)c1cc(S(=O)(=O)N2CCN(c3ccccc3)CC2)[nH]n1	-32%	4%	0%	/	?	-11%	56%[activator]	-10%[60.1 µM]	1%
CCCc1nnc(SCC(=O)N2CCCCC2C)n1CC (stereo not drawn)	6%	8%	33%	-1%	7%[59 µM]	17%	-5%	-8%	-10%
CCN1CCCC1CN(Cc1cc2cc(C)cc(C)c2[nH]c1=O)C(=O)Nc1ccccc1OC (stereo not drawn)	-11%	-13%	38%	?	50µM*	?	?	-2%	-4%
Cc1cc(C)cc(OCCNC(=O)CCc2ccccc2)c1	0%	-7%	-15%	32%	35%	100%[activator]	?	-7%	-12%

Given as labelled records: part of the list above
compound: COC(=O)Cc1ccc(NC(=S)N2CCCC(C)C2)cc1 (stereo not drawn)
  BAZ2B inh = -17% | POLH inh = -5% | Pol beta inh = -2% | APE1 inh = 6% | G9a inh = 23% | Pol iota inh = 48%[activator] | Anesthetic bind = -22% | Pol kappa inh = 0% | BLM inh = -1%
compound: COc1cc2c3nc4n(c(=O)c3n(CC(=O)NCC3CCCO3)c2cc1OC)CCS4 (stereo not drawn)
  BAZ2B inh = -14% | POLH inh = -19% | Pol beta inh = 1% | APE1 inh = 58%[activator] | G9a inh = -2% | Pol iota inh = 77%[activator] | Anesthetic bind = 9% | Pol kappa inh = 5% | BLM inh = 1%

Copied from the listing (two entries):
SMILES	BAZ2B inh	POLH inh	Pol beta inh	APE1 inh	G9a inh	Pol iota inh	Anesthetic bind	Pol kappa inh	BLM inh
CCN1CCCC1CN(Cc1cc2cc(C)cc(C)c2[nH]c1=O)C(=O)Nc1ccccc1OC (stereo not drawn)	-11%	-13%	38%	?	50µM*	?	?	-2%	-4%
Cc1cc(C)cc(OCCNC(=O)CCc2ccccc2)c1	0%	-7%	-15%	32%	35%	100%[activator]	?	-7%	-12%
